Screening data as filed in PubChem.
FBW7 activator = FBW7 E3 ligase activators, primary screen, biochemical, AlphaScreen, human | AlphaScreen FBW7–phospho-cyclin E peptide binding, activator screen | normalized activity (activation), % at 26.1 µM | 0.13% of 650,000 active | AID 1259310, 2017; in the data active means normalized activity above about 1.9%;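 further: purified mutant Fbw7 with reduced substrate affinity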
TEAD-YAP inh = TEAD-YAP interaction inhibition, primary screen, TEAD-YAP interaction inhibitor project, luminescence, HEK-TIYL cells; 1.4% of 640,000 active; inhibition, % at 9.12 µM; TEAD-Gal4/YAP UAS-luciferase luminescence; in the data active means inhibition above about 32%;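 further: 0% = median of test compound wells and 100% = reference inhibitor wells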
GPR151 ag = activators of human GPR151, primary screen, cell-based, PathHunter beta-arrestin, luminescence. PathHunter beta-arrestin GPR151 cells. activation, % at 11.2 µM. 1% of 650,000 active. AID 1508602, 2020; in the data active means activation above about 4.9%;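 further: 0% = median of compound wells and 100% = cells with positive control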
Target sequence (Q8TDV0 whole entry, looked up): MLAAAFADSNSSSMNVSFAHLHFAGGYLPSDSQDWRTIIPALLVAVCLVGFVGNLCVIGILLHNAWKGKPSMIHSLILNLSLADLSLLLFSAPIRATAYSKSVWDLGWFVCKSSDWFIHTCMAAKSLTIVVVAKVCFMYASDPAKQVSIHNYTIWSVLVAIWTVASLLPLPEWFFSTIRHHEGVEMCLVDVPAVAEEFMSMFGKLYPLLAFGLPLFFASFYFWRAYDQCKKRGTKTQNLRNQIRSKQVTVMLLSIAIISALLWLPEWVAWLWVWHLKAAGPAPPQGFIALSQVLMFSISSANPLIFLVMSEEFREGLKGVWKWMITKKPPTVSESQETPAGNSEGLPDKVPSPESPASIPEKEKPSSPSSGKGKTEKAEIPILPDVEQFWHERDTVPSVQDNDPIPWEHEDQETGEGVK
MITF primary = MITF inhibitors, primary screen, biochemical, AlphaScreen, human; Microphthalmia-associated transcription factor (Homo sapiens), O75030; AlphaScreen MITF homodimerization, bead proximity signal; inhibition, % at 2.6 µM; 0.91% of 650,000 active; in the data active means inhibition above about 50%;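 further: 0% = vehicle wells with protein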
Target sequence (O75030 whole entry, looked up): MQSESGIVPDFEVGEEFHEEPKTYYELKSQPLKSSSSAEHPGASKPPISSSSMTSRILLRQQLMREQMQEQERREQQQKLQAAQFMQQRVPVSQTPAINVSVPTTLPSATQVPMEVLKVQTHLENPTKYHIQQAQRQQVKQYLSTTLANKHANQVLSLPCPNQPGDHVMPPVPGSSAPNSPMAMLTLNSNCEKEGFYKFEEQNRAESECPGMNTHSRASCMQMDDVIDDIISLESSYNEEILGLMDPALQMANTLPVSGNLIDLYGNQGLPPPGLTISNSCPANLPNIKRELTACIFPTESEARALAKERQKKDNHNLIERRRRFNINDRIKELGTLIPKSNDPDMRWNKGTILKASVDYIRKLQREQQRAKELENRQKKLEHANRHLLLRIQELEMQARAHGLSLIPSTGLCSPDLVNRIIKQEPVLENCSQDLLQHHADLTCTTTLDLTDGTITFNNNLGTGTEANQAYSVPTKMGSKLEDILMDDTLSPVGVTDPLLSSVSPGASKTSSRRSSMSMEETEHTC
Starred values were filed as active, the others as inactive.

SMILES | FBW7 activator | TEAD-YAP inh | GPR151 ag | MITF primary
Cc1ccc(OCC(=O)NNC(=O)c2ccc([N+](=O)[O-])cc2)cc1 | -0.1 | -6.3 | -0.2 | 7.7
COc1ccc(/C=C/C(=O)Nc2cccc([N+](=O)[O-])c2)cc1OC | 0.0 | -2.7 | 0.8 | 11.2
CCOC(=O)c1c(NC(=O)c2cnn3c(C(F)(F)F)cc(-c4ccc(Br)cc4)nc23)sc2c1CCCC2 | 0.1 | -4.0 | -0.4 | 3.9
O=C(NC1CCCC1)c1ccc2c(c1)NC(=O)C(CSCc1ccc(F)cc1)N2 (stereo not drawn) | -0.1 | 1.4 | -0.6 | 4.7
CCN(CC)S(=O)(=O)c1ccc(C(=O)NCc2nnc(SCC(=O)Nc3nccs3)n2-c2cc(C)ccc2C)cc1 | 0.0 | 4.7 | -0.1 | -18.6
O=C(COc1ccc(Cl)cc1Cl)NCCO | -0.2 | -11.4 | -2.0 | 10.2
COc1ccc(NC(=O)Cc2csc(Nc3ccc(F)cc3)n2)c(OC)c1 | 0.0 | 2.6 | 1.0 | -1.4
COc1ccc(OC)c(NC(=O)C2=C(C)Nc3ncnn3C2c2cccs2)c1 (stereo not drawn) | 0.0 | -5.1 | 2.6 | 17.8
CCCCC(=O)Nc1nnc(SCC(=O)Nc2nccs2)s1 | 0.2 | 5.8 | 1.2 | -2.0
COc1ccc(C2C3=C(CC(C)(C)CC3=O)Nc3ccccc3N2C(C)=O)cc1 (stereo not drawn) | -0.3 | 7.0 | 0.8 | -5.3
COc1ccccc1NC(=O)Cc1noc(CSc2cccc[n+]2[O-])n1 | -0.1 | -1.3 | -2.0 | 14.2
CCCn1c(SCC(=O)N(C)C2CCCCC2)nnc1-c1ccccn1 | 0.1 | 12.0 | -0.1 | -8.2
CCOCCn1c(=O)c2c(nc3n(Cc4ccc(OC)cc4)c(C)cn23)n(C)c1=O | 0.0 | 9.2 | 1.5 | 12.1
Cc1nonc1CN(C)C(=O)CC1C(=O)NCCN1Cc1c(F)cccc1Cl (stereo not drawn) | 0.5 | -1.4 | 0.4 | 11.4
COc1cc(OC)cc(C(=O)NCc2nnc(SCC(=O)N3N=C(c4cccs4)CC3c3ccc(C)cc3)n2-c2cccc(C)c2)c1 (stereo not drawn) | 0.0 | 0.9 | 1.4 | -4.0
CCOC(=O)c1[nH]c(=O)[nH]c1CSc1nc2ccccc2[nH]1 | 0.0 | -0.9 | 10.6* | -15.4
Cc1ccc2onc(CC(=O)NCc3ccc(F)cc3)c2c1 | -0.1 | -8.2 | 0.1 | -5.5
COC(=O)CCCCCCCNS(=O)(=O)c1ccc([N+](=O)[O-])cc1 | 0.0 | 8.3 | 1.1 | 14.1
C=CCn1c(CNC(=O)c2cccs2)nnc1SCCN1CCCC1 | -0.1 | -8.9 | -0.7 | 3.5
CCOC(=O)CSc1ccccc1[N+](=O)[O-] | -0.1 | -7.9 | -0.2 | -5.7
CCN=C1SC(CC(=O)Nc2ccc(F)cc2)C(=O)N1CC (stereo not drawn) | 0.2 | -2.7 | 1.9 | 19.6
COc1cc(/C=C2\N=C(c3ccc4ccccc4c3)OC2=O)ccc1OC(C)=O | 0.0 | -9.6 | 0.0 | -1.9
CCOC(=O)CNC(=O)CN1CCN(c2ccc(Cl)cc2)C1=O | -0.1 | -16.9 | 1.5 | 1.4
Cn1c2ccc(F)cc2c2nnc(SCC(=O)Nc3cccc(O)c3)nc21 | 0.2 | -30.1 | 0.0 | 3.0
O=C(CN1CCCc2ccccc21)NC(=O)NCc1ccccc1 | -0.2 | -5.0 | -0.2 | -0.7
(next part)
SMILES | FBW7 activator | TEAD-YAP inh | GPR151 ag | MITF primary
CCN(CC)C1=NS(=O)(=O)C(c2ccc(C)cc2)=C1C | -0.1 | -11.2 | -0.7 | -9.2
Cc1c(NC(=O)c2ccc(Cl)cc2Cl)cccc1-c1nc2ncccc2o1 | -0.1 | 3.3 | 0.5 | -3.6
COc1ccc(-c2nc(N3CCCCCC3)nc3nn4c(C)cc(C)nc4c23)cc1 | 0.2 | 3.9 | -1.3 | -7.5
CN(C)c1ccnc2sc(C(N)=O)c(N)c12 | 0.0 | 52.8* | -0.6 | 10.6
CCOC(=O)N/N=C/c1cc(OC)c(O)c(OC)c1 | 0.1 | 1.2 | -1.8 | 2.2
COc1ccc(CCNc2nc(-c3ccc(N4CCN(C)CC4)cc3)nc3c2ncn3CCN2CCCC2=O)cc1 | -0.1 | 7.1 | -0.8 | 5.6
CC(C)Sc1nc2c(c(=O)n1CCc1ccccc1)SC(C)C2 (stereo not drawn) | -0.1 | -2.3 | 3.3 | 1.3
Nc1nc(SCc2ccccc2)nc2sc3c(c12)CCCCC3 | -0.1 | -45.1 | 1.4 | -3.3
Cc1ccc(S(=O)(=O)NC(=O)Nn2c(C)nnc2C)cc1 | 0.6 | -3.8 | -0.7 | 16.2
Cc1cc(OCC(O)CNC(C)(C)C)ccc1C(C)C (stereo not drawn) | 0.1 | 12.6 | -1.0 | 13.6
Cn1c(NCc2ccccc2)nc2ccccc21 | -0.1 | -20.6 | -4.5 | -12.4
Cc1nc2cccc(-c3cc(-c4cc(Cl)ccc4O)n[nH]3)c2o1 | -0.1 | -19.3 | 0.8 | -5.7
CCOc1ccc(C2C(C(=O)Nc3ccc(C)cn3)=C(C)NC3=C2C(=O)CCC3)cc1 (stereo not drawn) | 0.1 | -2.5 | 0.1 | -3.1
CCOc1ccc(/C=C2\SC(=S)N(CC(=O)Nc3cccc(O)c3)C2=O)cc1 | -0.1 | 0.9 | -2.3 | 12.3
CN1C(=O)C(CC(=O)Nc2ccc(F)cc2)N(Cc2ccc(F)cc2)C1=S (stereo not drawn) | 0.0 | 0.6 | 0.2 | 6.7
CN1/C(=C/c2cc[n+](C)cc2)Sc2ccccc21 | 0.2 | 31.6 | 1.9 | -3.5
O=C(NNC(=O)C1CC1c1ccccc1)c1ccc(-c2ccccc2)cc1 (stereo not drawn) | 0.1 | 5.6 | -0.2 | -1.3
CC(=O)c1cccc(NC(=O)CSc2ccc(-c3sc(C)nc3C)nn2)c1 | -0.2 | 4.8 | 3.6 | 2.7
CCOc1ccccc1-c1nc2c(C(C)(C)C)nn(C)c2c(=O)[nH]1 | 0.1 | -0.5 | 0.0 | -5.0
Cc1sc(NC(=O)c2ccccc2Br)c(C(N)=O)c1C | -0.1 | -6.8 | 0.4 | 2.6
CCOCC(=O)Nc1cc(-c2cn3cccnc3n2)ccc1OC | 0.2 | -9.5 | -0.4 | -6.0
O=C(/C=C\c1ccco1)Nc1c2c(nn1-c1ccc(Cl)cc1)CSC2 | 0.0 | -2.7 | 0.6 | 8.0
CC(C)Oc1cc2oc(C(F)(F)F)c(-c3ccc4c(c3)OCCO4)c(=O)c2cc1C(C)C | -0.1 | -6.0 | -0.7 | -6.5
CN(C)C(CNC(=O)Nc1cccc(Cl)c1)c1cccnc1 (stereo not drawn) | 0.2 | -11.6 | 0.4 | -10.8
CCN1CCN(CCCN(Cc2cccs2)C(=S)Nc2cc(C)c(Cl)cc2OC)CC1 | -0.1 | 1.6 | -1.0 | 7.2

Compound profiles (already shown).
`CN(C)C(CNC(=O)Nc1cccc(Cl)c1)c1cccnc1` (stereo not drawn) is entered as FBW7 activator = 0.2; TEAD-YAP inh = -11.6; GPR151 ag = 0.4; MITF primary = -10.8
`Cc1nonc1CN(C)C(=O)CC1C(=O)NCCN1Cc1c(F)cccc1Cl` (stereo not drawn) is entered as FBW7 activator = 0.5; TEAD-YAP inh = -1.4; GPR151 ag = 0.4; MITF primary = 11.4
`O=C(COc1ccc(Cl)cc1Cl)NCCO` is entered as FBW7 activator = -0.2; TEAD-YAP inh = -11.4; GPR151 ag = -2.0; MITF primary = 10.2

New compounds follow
SMILES | FBW7 activator | TEAD-YAP inh | GPR151 ag | MITF primary
Cc1nc2cc(Cl)ccc2n1CCO | 0.5 | -5.4 | 0.5 | 15.9
O=C1COc2cc(S(=O)(=O)CCC(=O)NC3CCCCCC3)c(Cl)cc2N1 | 0.5 | 5.3 | -0.2 | 12.2
CN(C)C(=S)Nc1cccc(C(F)(F)F)c1 | 0.3 | 1.4 | 0.4 | -9.6
CCOC(=O)c1c(NC(=O)C(C)Sc2nnc(CNC(=O)c3ccco3)n2-c2ccccc2OC)sc2c1CCC2 (stereo not drawn) | 0.1 | 5.0 | 1.8 | -6.2
C=CCN1C(C(=O)c2ccccc2)=C(OC(=O)Cc2ccccc2)c2ccccc2S1(=O)=O | -0.2 | 2.9 | 0.1 | 0.0
CCC(=O)Nc1ccc(NC(=S)NC(=O)c2cccc(F)c2)cc1 | 0.5 | -8.4 | -0.7 | 14.3
Cc1c(N2C(=O)S/C(=C\c3ccc([N+](=O)[O-])cc3)C2=O)c(=O)n(-c2ccccc2)n1C | 1.0 | -6.2 | -0.9 | 8.4
O=C(CN1CCCCC1)N1CCN(c2ccccc2)CC1 | 0.1 | 0.4 | 0.1 | 5.5
CNC(=O)C(=O)NCc1cccc(OC)c1 | 0.0 | 0.1 | 1.1 | 11.9
COc1ccccc1CNC(=O)c1nnn(-c2ccccc2)c1N | -0.2 | -13.6 | 0.0 | -3.0
CCC(=O)c1ccc(Br)cc1N | -0.2 | 7.0 | -1.2 | 2.1
C=CCNC(=O)/C(=C/c1cccc([N+](=O)[O-])c1)NC(=O)c1ccccc1 | -0.1 | 5.0 | -0.8 | -2.1
O=C(CNc1ccccc1)N/N=C/c1ccc(Br)cc1 | 0.2 | 3.2 | 0.6 | -1.8
Cc1c(C(=O)O)sc2nc(C)n(C)c(=O)c12 | 0.0 | -4.9 | -0.3 | 3.5
COC(=O)c1ccc(C2c3c(n[nH]c3C)C(=O)N2c2ccc(C)cc2)cc1 (stereo not drawn) | 0.1 | 14.8 | -0.2 | 1.4
COC(=O)c1cc(S(=O)(=O)N2CCN(C)CC2)cn1C | -0.2 | -11.3 | 0.8 | -8.3
O=c1c2ccccc2ncn1-c1ccccc1C(F)(F)F | 0.5 | -8.8 | 0.3 | -4.1
COc1cccc(CN(CCN(C)C)C(=O)c2nc3ccc(-c4cn[nH]c4)cc3s2)c1 | -0.3 | 7.8 | -1.9 | 25.5
CC(=O)N1N=C(c2ccc(Cl)cc2)OC12CCCCC2 | -0.2 | -4.1 | -0.5 | 2.0
O=C1c2ccccc2C2CC(c3ccc(Cl)cc3)=NN12 (stereo not drawn) | -0.2 | -20.8 | 3.0 | 3.7
O=C(Cn1c(=O)oc2ccccc21)NC(=O)NC1CCCCC1 | 0.2 | 2.7 | 1.0 | -5.7
OC1CCCN(Cc2ccc(-c3ccccc3Cl)o2)C1 (stereo not drawn) | 0.2 | -2.5 | -0.6 | 12.2
O=C(COC(=O)c1ccccc1NS(=O)(=O)c1ccc(F)cc1)c1ccccc1F | 0.3 | -2.7 | -0.2 | 2.4
CSc1nnc(N2C(=O)CC(c3ccccc3F)C3=C2CCCC3=O)s1 (stereo not drawn) | 0.1 | 2.6 | -1.4 | 10.2
Cc1ccc(C2=NN(CCC(=O)N3CCOCC3)C(=O)CC2)cc1 | 0.1 | 5.7 | 0.3 | 9.4

2 of these compounds, set out differently.
Cc1c(C(=O)O)sc2nc(C)n(C)c(=O)c12
  FBW7 activator = 0.0
  TEAD-YAP inh = -4.9
  GPR151 ag = -0.3
  MITF primary = 3.5
COC(=O)c1ccc(C2c3c(n[nH]c3C)C(=O)N2c2ccc(C)cc2)cc1 (stereo not drawn)
  FBW7 activator = 0.1
  TEAD-YAP inh = 14.8
  GPR151 ag = -0.2
  MITF primary = 1.4

Continuation.
SMILES | FBW7 activator | TEAD-YAP inh | GPR151 ag | MITF primary
COc1ccc(S(=O)(=O)NC2CCCCCC2)cc1I | 0.1 | -2.2 | -0.7 | -1.3
CN1CCN(C(=O)C(C(=O)c2ccc(Br)cc2)n2ccccc2=O)CC1 (stereo not drawn) | 0.4 | 2.9 | 0.6 | -0.9
Cc1ccnc(NC(=O)Cn2ncc3c(=O)oc4ccccc4c32)c1 | 0.0 | 3.7 | 0.4 | -4.1
CCCCCn1c(SCc2ccccc2F)nc2cc(C(=O)N3CCC(C(N)=O)CC3)ccc2c1=O | 0.0 | 6.3 | -0.4 | -8.8
CCOC(=O)c1cnc2c(-c3ccc(OC)cc3)c(C)nn2c1N | 0.0 | -17.5 | 2.0 | 7.5
CC(=O)c1ccc(N2CCN(C(=O)Nc3ccc(Br)cc3Cl)CC2)cc1 | 1.4 | 16.1 | -0.4 | 13.3
O=c1[nH][nH]c(=O)c2c(N=Cc3ccc(Br)s3)cccc12 | 0.1 | -23.5 | 0.4 | 18.3
COc1ccccc1NC(=O)N1CCCC1C(=O)NCc1ccco1 (stereo not drawn) | -0.1 | -15.5 | 0.3 | -3.3
CCOC(=O)C(C)Sc1nc(C)nc2c1c(=O)n(C)c(=O)n2C (stereo not drawn) | 0.2 | 7.5 | -0.5 | 15.7
Cc1ccc2c(c1)CN(C(=O)c1cccc3nccnc13)CC(C)O2 (stereo not drawn) | 0.1 | -7.0 | -0.1 | 18.0
CCc1cc(SC#N)cc(CC)c1NC(=O)CCl | 0.0 | 15.7 | 0.5 | -9.7
CCCc1c(C(=O)N[C@H]2C[C@H]3C(=O)N[C@@H](CO)C(=O)N3C2)cnn1-c1ccccc1 | 0.2 | 0.5 | 0.0 | 2.1
CCC1(C2CCN(Cc3nccs3)CC2)NC(=O)N(CCc2ccc(OC)cc2)C1=O (stereo not drawn) | 0.2 | 11.1 | -0.4 | 2.3
O=C(/C=C/Nc1cccc(O)c1)c1ccc(Cl)cc1 | 0.2 | 96.8* | -0.7 | 4.9
O=C(Nc1ccccc1)c1cc(S(=O)(=O)Nc2ccc(I)cc2)ccc1Br | 0.2 | -0.2 | -0.4 | -1.7
